MEKK2mut PB1 HTS – MEK5 binding signal on mutant MEKK2 PB1, primary screen, biochemical, multiplex bead flow cytometry, Alexa488-MEK5; Alexa488-MEK5 binding to MEKK2 mutant; percent response, % at 10 µM; 290,000 compounds, 0.35% hits; in the data active = percent response above about 24%, passing the limit was not always enough; note: inactives centre near 1; some results filed as inactive read as strong as hits; reference of the scale not given here
MEKK2 WT-MEK5 – modulators of MEK5 binding to wildtype MEKK2, primary screen, biochemical, multiplex bead flow cytometry, Alexa488-MEK5 | binding response (% of control), % at 10 µM | 290,000 compounds, 1.1% hits | Alexa488-MEK5 binding to MEKK2 WT; actives lie on both sides; in the data active = binding response below about 67% or above about 130%
SUMO HTRF inh – inhibitors of in vitro SUMOylation cascade, primary screen, biochemical, HTRF, uHTS. HTRF SUMOylation assay, SAE1/SAE2 + UBC9. inhibition, % at 35 µM. 290,000 compounds, 0.36% hits. AID 2006, 2009; in the data active = inhibition above about 50%, passing the limit was not always enough; note: strong numbers were not always called active
Target sequence (P63279 whole entry, looked up): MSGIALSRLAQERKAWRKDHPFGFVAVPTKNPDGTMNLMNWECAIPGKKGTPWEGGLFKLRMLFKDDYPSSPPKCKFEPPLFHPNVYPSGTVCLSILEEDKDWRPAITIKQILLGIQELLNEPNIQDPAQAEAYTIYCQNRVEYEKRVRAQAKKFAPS
NALP1 yeast inh – NALP1 inflammasome inhibitors in reconstituted yeast, colorimetric, S. cerevisiae, triplicate retest. S. cerevisiae NALP1/ASC/caspase-1 growth, X-gal OD620, 72 h. AID 2071, 2009. inhibition, % at 10 µM. 280,000 compounds, 0.61% hits; in the data active = inhibition mostly above about 24%, no sharp cut-off; inactive = mostly below about 32%; note: some compounds called inactive have numbers as strong as hits
* marks the source's active call; other numbers are inactive results; x = not tested or not shown; [ ] = another dose, or the depositor's remark. The list is partial; count on the stated rates, not on these rows.

SUMO HTRF inh	NALP1 yeast inh	MEKK2mut PB1 HTS	MEKK2 WT-MEK5	compound
x	x	0	101	CCOC(=O)C1=C(C)N(CCCCCC(=O)O)C(=O)NC1c1ccccc1OS(=O)(=O)c1ccc(C)cc1 (centres undefined)
x	x	4	104	CCOC(=O)C[C@H]1c2cc(F)ccc2S(=O)(=O)N1c1cccc(OC)c1
x	x	1	101	CCOC(=O)c1sc(SCc2ccccc2)c2c1CC(C)(C)CC2=O
x	x	5	106	Cc1cc(-c2cc(C(=O)Nc3ccccc3)on2)nc(NC2CCCC2)n1
x	x	-1	99	CCN1C(=O)N[C@@H](CCc2ccccc2)C(C(C)=O)=C1C
x	x	-4	99	COc1ccc(-c2ccc3oc(-c4ccc(OC)cc4)c(C#CCO)c3c2)cc1
x	x	2	101	CCN1C(=O)N[C@@H](c2ccccc2)[C@@H](C(=O)OC)[C@H]1C
x	x	-3	97	O=c1c2ccccc2oc2cc(C#CC3(O)CCCCC3)ccc12
x	x	-2	104	C=C1CCN([C@@H](Cc2ccccc2)C(=O)NC2CCN(Cc3ccccc3)CC2)S(=O)(=O)c2ccccc21
x	x	2	99	COC(=O)c1ccc([C@H](NC(=O)c2ccco2)[C@]2(C)C[C@H]2C2CCCCC2)cc1
x	x	0	96	COC(=O)c1c(-c2ccsc2)oc2ccc(-c3cc(OC)c(OC)c(OC)c3)cc12
x	x	0	100	CC(Oc1ccccc1)C(=O)N1CCC2(CC1)Oc1ccc(Cl)cc1C(=O)C21CC(c2ccccc2)=NO1 (centres undefined)
x	x	5	106	NCC1CCC(C(=O)Oc2ccc(CCC(=O)O)cc2)CC1 (centres undefined)
x	x	-3	96	CC1(C(=O)NCCCNc2ncc(C(F)(F)F)cc2Cl)C=CC2(CCCCC2)N1C(=O)c1ccccc1 (centres undefined)
x	x	0	98	CSc1ncc(CNc2cc([N+](=O)[O-])ccc2C)c(N)n1
x	x	2	105	OCCOCCn1c(C(CO)Nc2nc(-c3cccc(Br)c3)cs2)nc2ccccc21 (centres undefined)
x	x	-1	101	CCCCCCCCCCCCN1[C@@H](CC(=O)OC)c2cc(F)cc(F)c2S1(=O)=O
x	x	4	102	CCCC/C=C/C(NC(=O)c1ccc(-c2ccccc2)cc1)c1ccccc1 (centres undefined)
x	x	-7	81	CCC/C=C1/CCCOC(C(=O)NCCNCCO)(C(F)(F)F)C1 (centres undefined)
x	x	6	124	COc1cccc(OC)c1OCCNCC1CSc2ccccc2O1 (centres undefined)
x	x	-1	101	O=C(c1ccc(-c2ccccc2Cl)s1)N1CCOCC1
x	x	-4	95	Cc1ccc(CNC(=O)c2cc(-c3ccccc3)nn2CC2CC(c3cccc([N+](=O)[O-])c3)=NO2)cc1 (centres undefined)
x	x	4	99	O=C(NCc1cccc(Br)c1)C1CC(c2ccccc2[N+](=O)[O-])=NO1 (centres undefined)
x	x	-6	96	COc1ccc(CN2C(=O)[C@H]3Cc4c([nH]c5ccccc45)C(C)(C)N3C2=O)cc1
x	x	1	101	CS(=O)(=O)OCCCCOS(C)(=O)=O
x	x	0	104	COC(=O)CNC(=O)c1ccccc1
x	x	4	109	Cc1cccc(Nc2nc(NCCO)nc(N3CCCC3)n2)c1
x	x	2	101	CNC(=O)Oc1ccc2c(c1)[C@]1(C)CCN(C)C1N2C (some centres undefined)
x	x	-2	98	COc1ccc2[nH]c(=O)c(-c3nnn(-c4ccc(Cl)c(Cl)c4)n3)cc2c1
x	x	2	105	COc1cc(C)c(/C=C/C(C)=C/C=C/C(C)=C/C(=O)O)c(C)c1C
x	x	4	111	COc1ccc(CC2NCCC3=CC(=O)CCC32)cc1O (centres undefined)
x	x	0	101	CC#CCN1c2ccccc2[C@]23C[C@@H](C(=O)OC)N(C(=O)NC4CCCCC4)C2=NC(C(=O)OC)=C(C(=O)OC)[C@H]13
x	x	4	105	CCO[C@@H]1OC(C(=O)NCc2nc3ccccc3[nH]2)=C[C@H](C(C)(C)C)[C@H]1CCCO
x	x	-58	25*[inhibitor]	Nc1ccc(N)c(C(=O)O)c1
x	x	2	103	COC(=O)C(N)CCCCN (centres undefined)
x	x	-6	94	O=C(NCc1ccc(OC(F)(F)F)cc1)C1CC(c2ccc(C(F)(F)F)cc2)=NO1 (centres undefined)
x	x	-3	94	COCCNC(=O)C1(C(F)(F)F)CC(CCCO)CCCO1 (centres undefined)
x	x	4	103	CC(C)C[C@H]1COCCS(=O)(=O)N1Cc1cccc(C(F)(F)F)c1
x	x	-1	85	CC(C)c1cc(C(C)C)c(S(=O)(=O)N2c3ccccc3[C@]3(Br)C[C@H]4C(=O)N[C@@H](Cc5ccccc5)C(=O)N4[C@H]23)c(C(C)C)c1
x	x	-4	90	COC(=O)N[C@H](c1ccccc1)[C@@]1(C)C[C@@H]1[C@@H](C)C(=O)Nc1ccc2ccccc2c1
x	x	0	95	C=CC(C)(C)c1c(O)c(CC=C(C)C)c(O)c2c(=O)c3ccc(O)c(O)c3oc12
x	x	-2	98	COC(=O)C1=C(C(=O)OC)[C@@H]2N(C)c3ccccc3[C@@]23C[C@@H](CO)N=C3N1
x	x	3	100	CC1(C)CC[C@]2(C(=O)O)CC[C@]3(C)C(=CCC4[C@@]5(C)CC[C@H](O)C(C)(C)C5[C@H](O)C[C@]43C)[C@@H]2C1 (some centres undefined)
x	x	5	102	Cn1cc(C[C@H](NC(=O)OC(C)(C)C)C(=O)N[C@@H](CO)Cc2ccccc2)c2ccccc21
x	x	7	118	Cc1cc(C)cc(SCc2noc(C(=O)NCC3CC3)c2C(=O)NCC2CC2)c1

A run of entries from the list above:
SUMO HTRF inh	NALP1 yeast inh	MEKK2mut PB1 HTS	MEKK2 WT-MEK5	compound
x	x	0	101	CCOC(=O)C1=C(C)N(CCCCCC(=O)O)C(=O)NC1c1ccccc1OS(=O)(=O)c1ccc(C)cc1 (centres undefined)
x	x	4	104	CCOC(=O)C[C@H]1c2cc(F)ccc2S(=O)(=O)N1c1cccc(OC)c1
x	x	1	101	CCOC(=O)c1sc(SCc2ccccc2)c2c1CC(C)(C)CC2=O
x	x	5	106	Cc1cc(-c2cc(C(=O)Nc3ccccc3)on2)nc(NC2CCCC2)n1
x	x	-1	99	CCN1C(=O)N[C@@H](CCc2ccccc2)C(C(C)=O)=C1C
x	x	-4	99	COc1ccc(-c2ccc3oc(-c4ccc(OC)cc4)c(C#CCO)c3c2)cc1
x	x	2	101	CCN1C(=O)N[C@@H](c2ccccc2)[C@@H](C(=O)OC)[C@H]1C
x	x	-3	97	O=c1c2ccccc2oc2cc(C#CC3(O)CCCCC3)ccc12
x	x	-2	104	C=C1CCN([C@@H](Cc2ccccc2)C(=O)NC2CCN(Cc3ccccc3)CC2)S(=O)(=O)c2ccccc21
x	x	2	99	COC(=O)c1ccc([C@H](NC(=O)c2ccco2)[C@]2(C)C[C@H]2C2CCCCC2)cc1
x	x	0	96	COC(=O)c1c(-c2ccsc2)oc2ccc(-c3cc(OC)c(OC)c(OC)c3)cc12
x	x	0	100	CC(Oc1ccccc1)C(=O)N1CCC2(CC1)Oc1ccc(Cl)cc1C(=O)C21CC(c2ccccc2)=NO1 (centres undefined)
x	x	5	106	NCC1CCC(C(=O)Oc2ccc(CCC(=O)O)cc2)CC1 (centres undefined)
x	x	-3	96	CC1(C(=O)NCCCNc2ncc(C(F)(F)F)cc2Cl)C=CC2(CCCCC2)N1C(=O)c1ccccc1 (centres undefined)
x	x	0	98	CSc1ncc(CNc2cc([N+](=O)[O-])ccc2C)c(N)n1
x	x	2	105	OCCOCCn1c(C(CO)Nc2nc(-c3cccc(Br)c3)cs2)nc2ccccc21 (centres undefined)
x	x	-1	101	CCCCCCCCCCCCN1[C@@H](CC(=O)OC)c2cc(F)cc(F)c2S1(=O)=O
x	x	4	102	CCCC/C=C/C(NC(=O)c1ccc(-c2ccccc2)cc1)c1ccccc1 (centres undefined)
x	x	-7	81	CCC/C=C1/CCCOC(C(=O)NCCNCCO)(C(F)(F)F)C1 (centres undefined)
x	x	6	124	COc1cccc(OC)c1OCCNCC1CSc2ccccc2O1 (centres undefined)
x	x	-1	101	O=C(c1ccc(-c2ccccc2Cl)s1)N1CCOCC1

New compounds follow
SUMO HTRF inh	NALP1 yeast inh	MEKK2mut PB1 HTS	MEKK2 WT-MEK5	compound
x	x	2	95	COC(=O)C1=C(C)N(CCCC(=O)O)C(=O)NC1c1cccc2ccccc12 (centres undefined)
x	x	0	100	CCOC(=O)C[C@H]1c2cc(C(F)(F)F)ccc2S(=O)(=O)N1Cc1ccccc1
x	x	1	99	CC(C)=CCc1cc([C@@H]2COc3c(ccc4c3C=CC(C)(C)O4)C2)c(O)cc1O
x	x	5	104	COc1ccc(-c2noc3c2-c2nc(C(C)C)sc2CC3)cc1
x	x	0	102	OCCCn1c(C2CCCN2c2nc(-c3ccc(F)cc3)cs2)nc2cc(Cl)c(Cl)cc21 (centres undefined)
x	x	2	103	CCN1C(=O)N[C@@H](c2cccc(C(F)(F)F)c2)C(C(C)=O)=C1C
x	x	0	101	COCCN1C(=O)N[C@@H](c2cccc(C(F)(F)F)c2)[C@H](C(=O)OC)[C@H]1C
x	x	4	106	Nc1nc(N)c2[nH]cnc2n1
x	x	1	103	C[C@@H]1C=C(C(=O)NCc2nc3ccccc3[nH]2)O[C@H](OCCCCO)C1
x	x	2	104	OCCNc1nc(Nc2ccccc2Oc2ccccc2)nc(N2CCCC2)n1
x	x	0	99	CC(C)=CCc1c(O)c(CC=C(C)C)c2c(c1O)-c1cc(O)c(O)cc1CC2
x	x	1	97	N#C[C@H]1C2OC2c2ccccc2N1C(=O)c1ccccc1 (some centres undefined)
x	x	-2	100	Cc1ccccc1CN1[C@@H](Cc2ccccc2)COCCS1(=O)=O
x	x	1	102	CC(C)=CCc1c(O)cc2c(=O)c3ccc(O)cc3oc2c1O
x	x	-2	97	CCOC(=O)CCc1cnccc1-c1cccc(OC)c1O
x	x	1	102	CC1=C(/C=C/C(C)=C/C=C/C(C)=C/CO)C(C)(C)CCC1
x	x	5	110	COc1cccc(SCc2noc(C(=O)NCCCN3CCOCC3)c2C(=O)NCCCN2CCOCC2)c1
x	x	2	109	Cn1c(NCCN(CCO)CCCc2ccc([N+](=O)[O-])cc2)cc(=O)n(C)c1=O
x	x	4	97	CC(=O)C[C@H]1c2ccccc2S(=O)(=O)N1c1ccccc1
x	x	1	95	COC/C=C/C1=CC2=CC(=O)C(C)(OC(=O)c3cnc4ccccc4n3)C(=O)C2=CN1CCc1c[nH]c2ccccc12 (centres undefined)
x	x	2	99	CC1=C(/C=C/C(C)=C/C=C/C(C)=C/C=C/C=C(C)/C=C/C=C(C)/C=C/C2=C(C)CCCC2(C)C)C(C)(C)CCC1
x	x	0	98	Cc1cc(OC(=O)c2c(C)cc(OC(=O)c3c(C)cc(O)cc3O)cc2O)cc(O)c1C(=O)O
x	x	3	98	CNC(CC(C)C)C(=O)NC1C(=O)NC(CC(N)=O)C(=O)NC2C(=O)NC3C(=O)NC(C(=O)NC(C(=O)O)c4cc(O)cc(O)c4-c4cc3ccc4O)C(O)c3ccc(c(Cl)c3)Oc3cc2cc(c3OC2OC(CO)C(O)C(O)C2OC2CC(C)(N)C(O)C(C)O2)Oc2ccc(cc2Cl)C1O (centres undefined)
x	x	1	103	COCOc1ccc(/C=C/C(=O)c2c(O)cc(OCOC)cc2OCOC)cc1
x	x	3	99	Cc1ccc(CNC(=O)C2CC(c3ccccc3C(F)(F)F)=NO2)o1 (centres undefined)
x	x	5	107	COc1ccccc1Nc1nc(NCCO)nc(N2CCCC2)n1
x	x	0	97	O=C1CC2(CCCCC2)Oc2ccc(F)cc21
x	x	-3	101	COC(=O)[C@H]1[C@@H](C)N(Cc2ccccc2)C(=O)N[C@H]1c1ccccc1
x	x	4	127	CCc1cc(Cl)c(OC)c(C(=O)NC[C@@H]2CCCN2CC)c1O
22	10	x	x	Cc1cc(C)c2c(n1)nn1c(N3CCN(Cc4ccccc4)CC3)cc(C)nc21
2	6	x	x	Cn1c(O)c(C=Nc2ccc(Cc3ccncc3)cc2)c(=O)n(C)c1=O
-2	11	x	x	Cc1cc(NC(=O)CSc2nnc3c(C)cc4cc5c(cc4n23)OCO5)no1
-1	1	x	x	CCCn1c(=O)c(C(=O)Nc2c(C)n(C)n(-c3ccccc3)c2=O)c(O)c2ccccc21
12	16	x	x	Cc1nc2c3c(-c4ccccc4)c(-c4ccccc4)oc3ncn2n1
-18	8	x	x	Cc1ccc(-n2nc(C)c(C3C(C#N)=C(N)OC4=C3C(=O)CC(C)(C)C4)c2Cl)cc1 (centres undefined)
-6	-22	x	x	O=C(CCCCC(=O)N1CCN(c2ccccc2)CC1)N1CCN(c2ccccc2)CC1
13	-8	x	x	CCOc1cc(NC(=O)C2CC2)c(OCC)cc1NC(=O)c1cccnc1
